CHT block = inhibitors of human choline transporter CHT; actives 0.86% (n = 310,000); Q9GZV3; B-score at 10 µM; AID 488975; CHT-expressing cells, membrane potential dye, choline response; active compounds read low;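 active = B-score over 3 SD under the library average, and starting fluorescence ratio not unusually high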;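 also: choline stimulus applied at its EC90 after an EC20 pre-addition; B-score computed on integrated fluorescence ratio after choline addition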
Target sequence (Q9GZV3 whole entry, looked up): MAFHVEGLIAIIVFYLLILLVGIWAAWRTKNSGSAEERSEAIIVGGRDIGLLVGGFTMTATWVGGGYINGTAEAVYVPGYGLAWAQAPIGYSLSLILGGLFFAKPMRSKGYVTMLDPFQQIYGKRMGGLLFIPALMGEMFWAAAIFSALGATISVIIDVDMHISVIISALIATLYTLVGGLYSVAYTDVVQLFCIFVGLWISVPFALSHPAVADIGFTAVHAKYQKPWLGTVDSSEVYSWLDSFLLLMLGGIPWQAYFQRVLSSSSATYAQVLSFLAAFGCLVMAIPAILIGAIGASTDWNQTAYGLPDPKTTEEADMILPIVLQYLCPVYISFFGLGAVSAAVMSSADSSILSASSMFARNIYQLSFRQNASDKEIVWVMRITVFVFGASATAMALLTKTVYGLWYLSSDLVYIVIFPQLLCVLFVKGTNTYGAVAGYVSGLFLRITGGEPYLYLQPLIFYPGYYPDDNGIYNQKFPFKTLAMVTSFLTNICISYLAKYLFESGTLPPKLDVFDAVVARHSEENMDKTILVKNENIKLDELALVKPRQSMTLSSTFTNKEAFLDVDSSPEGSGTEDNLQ
STK33 kinase inh = human STK33 kinase inhibition; purified STK33, MBP phosphorylation, ADP-Glo luminescence; inhibition, % at 10 µM; actives 0.073% (n = 320,000); Q9BYT3;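 active = inhibition at or above 25%, using the most active replicate where run in duplicate; inactive = inhibition below 25%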
Target sequence (Q9BYT3 whole entry, looked up): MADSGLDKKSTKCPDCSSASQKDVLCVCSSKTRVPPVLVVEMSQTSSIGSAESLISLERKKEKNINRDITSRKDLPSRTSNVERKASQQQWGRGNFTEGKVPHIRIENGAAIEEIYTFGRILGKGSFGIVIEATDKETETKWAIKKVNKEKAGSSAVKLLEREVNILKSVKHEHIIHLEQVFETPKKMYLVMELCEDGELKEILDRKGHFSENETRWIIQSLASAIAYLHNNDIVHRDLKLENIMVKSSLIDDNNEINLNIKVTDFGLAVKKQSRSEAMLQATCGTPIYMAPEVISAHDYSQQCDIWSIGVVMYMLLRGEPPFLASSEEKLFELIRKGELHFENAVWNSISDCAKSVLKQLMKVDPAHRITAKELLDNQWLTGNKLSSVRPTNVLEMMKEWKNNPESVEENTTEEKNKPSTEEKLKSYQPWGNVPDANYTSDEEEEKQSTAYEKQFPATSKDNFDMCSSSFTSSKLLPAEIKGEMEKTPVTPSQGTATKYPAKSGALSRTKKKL
CHT PAM = allosterically activates the human high affinity choline transporter; B-score at 10 µM; CHT-expressing cells, membrane potential dye, choline EC20; active compounds read high; LV-AA mutant CHT in HEK293 cells; actives 0.49% (n = 310,000);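 active = initial fluorescence not abnormally high and integrated response B-score, plate-corrected, over 3 SD above library mean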
Active calls of the source: *; i = inactive; . = not tested or not shown.

Results follow in this order: CHT block, STK33 kinase inh, CHT PAM
- O=S(=O)(c1cccc(-c2cn3ccccc3n2)c1)N1CCCC1
 : i, 0.7, i
- OCC1(CCCc2ccccc2)CCN(Cc2cnc(N3CCOCC3)s2)CC1
 : i, -0.6, i
- CCC(NC(=O)c1oc2ccccc2c1COC)c1ccc(OC)cc1 (stereo not given)
 : i, -0.7, i
- O=C(NCc1ccccc1)C1CCN(S(=O)(=O)N2CCCCCC2)CC1
 : i, 0.3, i
- CNC(=O)C(=O)Nc1cc2c3c(c1)CCN3C(=O)CC2
 : i, -0.8, i
- Fc1ccccc1-c1n[nH]c(=S)n1/N=C/c1c[nH]c2ccccc12
 : i, 5.9, i
- COc1ccc(-c2cc(-c3ccc(OC)cc3)nc(-c3ccc4c(c3)NC(=O)CO4)c2)cc1
 : i, -0.2, i
- CC(C)(C)NCC(O)COc1ccc(Br)cc1 (stereo not given)
 : i, -1.3, i
- CCC(=O)N1CCc2cc(S(=O)(=O)CCC(=O)NCc3cccc(OC)c3)ccc21
 : i, -1.5, i
- Cc1cccc(N2CCN(C(=O)c3ccc(-n4cncn4)c([N+](=O)[O-])c3)CC2)c1C
 : i, 0.1, i
- CC(C)(C)NC(=S)NC(=O)C12CC3CCC(CC(C3)C1)C2
 : i, -2.3, i
- O=C(Nc1cc(Cl)ncn1)c1ccccc1
 : i, -1.0, i
- CC(Cc1ccccc1)NC(=O)c1cc2ccccc2o1 (stereo not given)
 : i, 0.1, i
- COc1ccc(/C=C2\SC(N)=NC2=O)cc1
 : i, -23.4, i
- CCCCCOCC1CC(C/C(C)=N/Nc2nc(-c3ccccc3)cs2)C(=O)O1 (stereo not given)
 : i, -0.1, i
- COc1ccc(OC)c(S(=O)(=O)NCc2cc(-c3ccccc3)no2)c1
 : i, 0.4, i
- Cc1ccc(S(=O)(=O)N(C)C)cc1NC(=O)c1cc(=O)c2ccccc2o1
 : i, -1.5, i
- NC(=O)N/N=C/c1c(F)cccc1F
 : i, -1.2, i
- COCCN(Cc1ccccc1)C(=O)c1cc(-c2ccc(OC)c(OC)c2)nc2ccccc12
 : i, -0.8, i
- COc1ccc(OC)c(N(CC(=O)Nc2ccc(NC(C)=O)cc2)S(C)(=O)=O)c1
 : i, 2.0, i
- CC1CCCCC1NC(=O)/C(C#N)=C/C=C/c1ccccc1[N+](=O)[O-] (stereo not given)
 : i, 0.5, i
- CC(=O)/C=C1\N(C)c2ccc(C)cc2C1(C)C
 : i, -0.1, i
- Cc1ccc2nc(Nc3ccc4[nH]c(=O)[nH]c4c3)c(-n3nc(C)cc3C)nc2c1
 : i, -0.9, i
- Cc1ccc(CCNC(=O)CCn2c(=O)c3cccn3c3ccc(F)cc32)cc1
 : i, -1.1, i
- CCOC(CNc1ncnc2c1cnn2C)OCC
 : i, -0.9, i
- O=C(O)CCNc1ccc(NCCC(=O)O)c2c1C(=O)c1ccccc1C2=O
 : i, 12.8, i
- O=C(Nc1ccccc1)N1CCC(O)(c2cccc(C(F)(F)F)c2)CC1
 : i, -0.5, i
- Cc1ccc(NC(=O)CNCc2ccccc2Cl)cc1S(=O)(=O)N(C)C
 : i, 0.1, i
- CCC/C(=N\NC(=O)C1CCCC1)c1ccccc1
 : i, -0.1, i
- CC(C)NC(=S)N/N=C1\CCCc2ccccc21
 : i, -1.1, i

One compound at a time, from the list above:
Profile of Fc1ccccc1-c1n[nH]c(=S)n1/N=C/c1c[nH]c2ccccc12 : CHT block: i; STK33 kinase inh: 5.9; CHT PAM: i
Profile of COc1ccc(OC)c(N(CC(=O)Nc2ccc(NC(C)=O)cc2)S(C)(=O)=O)c1 : CHT block: i; STK33 kinase inh: 2.0; CHT PAM: i
Profile of CC(C)NC(=S)N/N=C1\CCCc2ccccc21 : CHT block: i; STK33 kinase inh: -1.1; CHT PAM: i

(listing goes on)
Results follow in this order: CHT block, STK33 kinase inh, CHT PAM
- Cc1ccccc1NC(=O)c1cc(C(=O)c2cc(Cl)ccc2O)cn(-c2ccccc2C)c1=O
 : i, -0.1, i
- COCCCn1c(=S)[nH]c2sc3c(c2c1=O)CCCS3
 : i, 0.7, i
- Cc1cc(SCC(=O)c2ccccc2)nc(C)n1
 : i, 0.1, i
- O=C(COC(=O)c1ccccc1[N+](=O)[O-])Nc1cccnc1Cl
 : i, -1.2, i
- O=C(CNC(=O)c1cccs1)N/N=C/c1cccc(Cl)c1
 : i, -1.0, i
- COc1cccc(N2C(=O)Nc3ccc(Br)cc3C2(O)C(=O)NCCCOC(C)C)c1 (stereo not given)
 : i, -0.5, i
- Cc1ccc(-c2nnc(SCC(=O)N(C)C)nc2-c2ccc(C)cc2)cc1
 : i, -0.1, i
- Cc1cc(SCc2ccc(Cl)cc2)nc(=O)[nH]1
 : i, 0.3, i
- CS(=O)(=O)N(CC(=O)Nc1ccc2c(c1)OCO2)Cc1ccc(Cl)cc1
 : i, -1.2, i
- COc1ccc(-c2cc(C(F)(F)F)n3nc(C(=O)NCCN4CCOCC4)cc3n2)cc1
 : i, 0.5, i
- COc1cc(C(C2C(=O)CC(C)(C)CC2=O)C2C(=O)CC(C)(C)CC2=O)cc(OC)c1OC
 : i, -2.2, i
- CCOc1ccccc1/C=N/NC(=O)c1nnn(-c2nonc2N)c1CN1CCC(C)CC1
 : i, -0.4, i
- COCCN(C(=O)CCCC(=O)Nc1ccccn1)C(C(=O)NC1CCCC1)c1ccc(C)cc1 (stereo not given)
 : i, -0.6, i
- COc1cc(NS(=O)(=O)c2cc(C(=O)N3CCN(C(C)=O)CC3)ccc2OC)cc(OC)c1
 : i, -1.3, i
- O=C(Cn1cncn1)c1ccc(Cl)cc1
 : i, -3.1, i
- CCN(CC(=O)NCCc1ccccc1)S(=O)(=O)c1ccc(C)cc1
 : i, -0.8, i
- c1ccc2sc(NC3=NCN(C4CCCCC4)CN3)nc2c1
 : i, -1.4, i
- CCc1cc(=O)n2[nH]c(C)c(-c3ccccc3OC)c2n1
 : i, -0.4, i
- CC1Nc2ccccc2C(=O)N1NC(=O)c1ccc(Br)cc1 (stereo not given)
 : i, -0.6, i
- CCOC(=O)C1(CCCc2ccccc2)CCN(C(=O)CCn2cnnn2)CC1
 : i, 8.4, i
- O=C1NC(=O)C2C1C(c1ccccc1)N1C3C(=O)NC(=O)C3C(c3ccccc3)N21 (stereo not given)
 : i, -0.4, i
- Cc1ccc(N2C(=O)c3cccc4c(N5CCN(C)CC5)ccc(c34)C2=O)c2cccnc12
 : i, -0.2, i
- CC(=O)CSc1ncnc2sc3c(c12)CCC(C)C3 (stereo not given)
 : i, 1.7, i
- CCCOC(=O)NC(CC)COC(=O)Nc1cccc(C)c1C (stereo not given)
 : i, -1.6, i
- CC(C)c1nnc(NC(=O)c2ccc(S(=O)(=O)N3CCOCC3)cc2)s1
 : i, -0.9, i
- CC1(C)CC(=O)C(C=Nc2cccnc2)=C(O)C1
 : i, 0.4, i
- CCOC(=O)Cc1csc(N/N=C/c2ccc(C(F)(F)F)cc2)n1
 : i, -0.9, i
- COc1ccccc1/C=N/OCC(=O)NCc1ccc2c(c1)OCO2
 : i, -0.2, i
- CCOC(=O)C1CCCN(C(=O)C(C)(C)Oc2ccc(Cl)cc2)C1 (stereo not given)
 : i, 1.2, i
- COc1cc(CNCCN2CCOCC2)ccc1OCc1ccccc1Cl
 : i, 0.0, i
- CC(NC(=O)/C(=C\c1ccco1)NC(=O)c1ccco1)C(=O)O (stereo not given)
 : i, -1.9, i
- COc1ccc(CN2CC(C(=O)NCCc3ccc(Cl)cc3)CC2=O)cc1 (stereo not given)
 : i, -1.4, i
- O=C(COC(=O)CCCOc1ccc(Cl)cc1Cl)NCc1ccccc1
 : i, 0.1, i
- Cc1cc(C)c[n+](CC(=O)c2cc3ccccc3oc2=O)c1
 : i, -0.3, i
- Cn1nc(C(=O)Nc2cccc(C(F)(F)F)c2)ccc1=O
 : i, 0.9, i
- CN1C(=O)Cc2cc(S(=O)(=O)NCc3c(F)cccc3Cl)ccc21
 : i, -1.9, i
- CCOc1ccc(N2CC(C(=O)NCCN3C(=O)S/C(=C\c4ccc(OC)c(OC)c4)C3=O)CC2=O)cc1 (stereo not given)
 : i, -1.5, i
- Cc1ccccc1OC(C)C(=O)NCCC1=CCCCC1 (stereo not given)
 : i, -0.3, i
- Nc1c(Cl)nc(-c2ccccc2)nc1Cl
 : i, -0.8, i
- Cn1ncc2c(=O)n(/N=C/c3ccccc3)cnc21
 : i, -3.5, i
- Cc1ccccc1C(=O)N=c1c(C#N)cc2c(=O)n3cccc(C)c3nc2n1Cc1ccco1
 : i, 0.1, i
- CC(C)(C)C1=CC(=O)C(=O)C(C(C)(C)C)=C1
 : i, 4.3, i
- CC(c1ccccc1)N1C(=O)c2ccccc2C1(O)Cc1ccccc1 (stereo not given)
 : i, -1.1, i
- Cc1[nH]nc2c1C(c1cccc(OC(=O)N3CCOCC3)c1)C(C#N)=C(N)O2 (stereo not given)
 : i, 0.1, i
- COCCCNC(=O)C1CCC(CNS(=O)(=O)c2ccc(Cl)cc2)CC1 (stereo not given)
 : i, -0.6, i
- CN(NC(=O)Nc1ccc(Cl)cc1)c1ncc(C(F)(F)F)cc1Cl
 : i, -0.6, i
- O=c1[nH][nH]c(-c2ccccc2O)c1C(C[N+](=O)[O-])c1ccc(Cl)cc1Cl (stereo not given)
 : i, ., i
- COc1ccc(OC)c(NC(=O)CSc2nnc(C3CCCCC3)n2-c2ccccc2)c1
 : i, -0.2, i
- COc1ccc(NS(=O)(=O)c2cccc(C(=O)N/N=C/c3cn(-c4ccccc4)nc3-c3ccc(OC)cc3)c2)cc1
 : i, -1.5, i
- CSc1ncc2ncn(C3OC(CO)C(O)C3O)c2n1 (stereo not given)
 : i, -0.8, i
- CC(NC(=O)NNC(=O)c1ccncc1)(C(F)(F)F)C(F)(F)F
 : i, -1.1, i
- Cc1ccc(CNC(=O)C(=O)NCC2OCCN2C(=O)c2ccc(Cl)cc2)cc1 (stereo not given)
 : i, -1.2, i
- Cc1cc2oc(C(=O)Nc3ccc(S(=O)(=O)Nc4ncccn4)cc3)cc(=O)c2cc1Cl
 : i, -0.3, i
- O=C(c1ccccc1)c1sc(N2CCCCCC2)nc1-c1ccccc1
 : i, -1.3, i
- CC(=O)c1cccc(NC(=O)C=C(C)C)c1
 : i, -0.9, i
- Cc1nnc(C)n1/N=C/c1ccccc1
 : i, -1.7, i
- CCOC(=O)N1CCN(c2nc(-c3cccs3)nc3ccccc23)CC1
 : i, -1.2, 6.71*
- N#C/C(=N\Nc1ccc(Cl)cc1)C(N)=S
 : -8.12*, -1.4, i
- Cc1ccccc1NC(=O)CN1C(=O)c2ccccc2C1=O
 : i, -2.1, i
- COc1cccc2cc(-c3cc(=O)oc4cc(C)c(OCC(C)=O)cc34)oc12
 : i, 0.6, i

Random excerpt: 2 records from the list.
Results follow in this order: CHT block, STK33 kinase inh, CHT PAM
- Cc1ccccc1OC(C)C(=O)NCCC1=CCCCC1 (stereo not given)
 : i, -0.3, i
- CN(NC(=O)Nc1ccc(Cl)cc1)c1ncc(C(F)(F)F)cc1Cl
 : i, -0.6, i

Further entries
canonical_smiles,CHT block,STK33 kinase inh,CHT PAM
O=C(CC(=O)N/N=C\c1c(Cl)cccc1Cl)NCc1ccccc1,i,-2.8,i
CCCc1cc(C(=O)Nc2cc(Cl)ccc2O)no1,i,-0.6,i
O=C(c1cccc(NS(=O)(=O)c2cccc(C(F)(F)F)c2)c1)N1CCOCC1,i,-0.7,i
C=CCc1c(C)[nH]c(=O)[nH]c1=O,i,-1.5,i
Cc1ccc(S(=O)(=O)N(C)CC(=O)Nc2ccccc2)cc1,i,-2.7,i
CC/C(=N\NC(=O)c1cccnc1)c1ccc2c(c1)OCCO2,i,-1.5,i
C[C@]12C=CC(=O)C=C1CCC1C3CC[C@](O)(C(=O)CO)[C@@]3(C)CC3OC312 (stereo not given in full),i,-0.1,i
C/C(=N\NC(=O)c1c(C)nc2ccccn12)c1ccco1,i,-3.1,10.2*
O=C(c1cnc(-c2ccc(Cl)cc2)s1)c1ccc(Cl)cc1Cl,i,0.1,i
Cn1c(=O)c2c(nc(CN3CCC(C(N)=O)CC3)n2CCCc2ccccc2)n(C)c1=O,i,-1.4,i
C[C@H]1CN=C(N(C)C)N1CCCCc1ccccc1,i,-2.8,i
CC(C)[C@H](NC(=O)c1nn(Cc2ccccc2)c(=O)c2ccccc12)C(=O)O,i,1.2,i
O=C1NN(c2ccccc2)C(=O)/C1=C\c1ccccc1,i,-0.5,i
CC1Cc2ccccc2N1C(=O)CN1CCC(C(N)=O)CC1 (stereo not given),i,0.0,i
O=C(Cn1cc(C(F)(F)F)cc(Cl)c1=O)NCc1ccc(Cl)cc1Cl,i,-5.4,i
c1cnc(Sc2ccc3nnnn3n2)nc1,i,0.4,i
Brc1ccc(NCc2nnc3n2CCCCC3)cc1,i,-2.7,i
CCSc1nnc(NC(=O)CSc2nc3c(cc2C#N)CCCC3)s1,i,-2.0,i
CC(C)CCNC(=O)C(c1ccco1)N(CC1CCCO1)C(=O)Cn1nnc2ccccc21 (stereo not given),i,4.9,i
COc1cccc(NC(=O)N2CCCC2C(=O)NCC(C)C)c1 (stereo not given),i,-1.2,i
O=C(Cn1c(=O)oc2ccccc21)Nc1cccc(Cl)c1,i,-5.0,i
CSc1nsc(SCC(=O)Nc2ccc(OC(C)=O)cc2)n1,i,-1.2,i
CC(=O)COc1cc2c(-c3cc4ccccc4o3)cc(=O)oc2cc1C,i,2.1,i
COCCn1c(SCC(=O)Nc2ccc(S(=O)(=O)N(C)C)cc2)nc2ccccc21,i,-0.5,i
NC(=O)c1csc(-c2ccncc2)n1,i,2.0,i

High-throughput results deposited in PubChem BioAssay by several laboratories.
